# Screening results (PubChem BioAssay)
# Tn7 DDE FP: inhibitors of Tn7 peptide binding to fibrin DD(E), primary screen, biochemical, fluorescence polarization, human fibrin, Tn7 probe; Fibrinogen beta chain (Homo sapiens), P02675; FP displacement of FITC-Tn7 peptide from fibrin DD(E); 0% = median of compound wells per plate; inhibition, % at 8.3 µM; hit rate 0.13% among 370,000;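 active means inhibition above the mean of compounds falling within the control limits plus 3 SD of them, cut at about 14% in these data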;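 further: 0% = plate median of compound wells and 100% = 10 µM Aha-Tn7 peptide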
# Target sequence (P02675 whole entry, looked up): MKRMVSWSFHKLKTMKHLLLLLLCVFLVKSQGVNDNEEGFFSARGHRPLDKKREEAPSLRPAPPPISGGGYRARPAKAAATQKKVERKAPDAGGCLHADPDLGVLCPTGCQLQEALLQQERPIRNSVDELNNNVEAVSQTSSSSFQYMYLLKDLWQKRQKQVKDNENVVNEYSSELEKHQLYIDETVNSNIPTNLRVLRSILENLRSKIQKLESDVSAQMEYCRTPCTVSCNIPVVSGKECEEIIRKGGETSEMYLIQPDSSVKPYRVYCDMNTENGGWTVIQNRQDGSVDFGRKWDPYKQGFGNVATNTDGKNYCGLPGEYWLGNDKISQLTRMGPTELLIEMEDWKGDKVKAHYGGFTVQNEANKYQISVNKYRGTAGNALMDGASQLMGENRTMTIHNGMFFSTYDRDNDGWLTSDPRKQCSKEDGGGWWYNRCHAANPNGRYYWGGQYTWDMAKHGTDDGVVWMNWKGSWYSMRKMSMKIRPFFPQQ
#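 Test system: human clot-derived fibrin DD(E) complex / Quantity: 2 µM final DD(E) protein / Incubation: 10 min plus 3 h, room temperature / Measured by: fluorescence polarization / Benchmarks: high control of 10 µM Aha-Tn7 peptide / Replicates: singlicate testing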
# KLK7 zymogen act: proKLK7 zymogen activators, primary screen, biochemical, fluorescence intensity | purified proKLK7, EDANS-DABCYL substrate fluorescence; 100% is mature enzyme control, 0% vehicle | activation, % at 7 µM | hit rate 0.9% among 370,000;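 active means activation above the mean of all tested compounds plus 3 SD, computed per campaign excluding outliers beyond control limits, cut at about 13% in these data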
# Target sequence (P49862 whole entry, looked up): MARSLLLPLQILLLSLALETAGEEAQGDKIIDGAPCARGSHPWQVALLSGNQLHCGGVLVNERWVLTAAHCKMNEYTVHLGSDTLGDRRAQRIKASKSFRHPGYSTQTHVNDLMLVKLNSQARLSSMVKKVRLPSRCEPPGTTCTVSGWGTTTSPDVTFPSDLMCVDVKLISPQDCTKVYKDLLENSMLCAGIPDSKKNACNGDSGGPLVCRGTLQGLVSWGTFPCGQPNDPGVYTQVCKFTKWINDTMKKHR
# ADAM10 inh: human ADAM10 inhibitors, primary screen, biochemical, QFRET, HTS. recombinant ADAM10, EDANS/DABCYL FRET peptide cleavage, 3 h. inhibition, % at 7 µM. hit rate 0.62% among 370,000;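 active means inhibition above a per-campaign cutoff equal to the mean of compounds falling between control-based bounds plus 3 SD, cut at about 20% in these data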;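 further: 0% = DMSO wells while the 100% control is not disclosed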
# TDP2 absorb: human TDP2 enzyme inhibitors, primary screen, biochemical, epi absorbance, recombinant enzyme; Tyrosyl-DNA phosphodiesterase 2 (Homo sapiens), O95551; T5PNP hydrolysis, p-nitrophenol absorbance 415 nm; inhibition, % at 12.8 µM; hit rate 0.34% among 370,000; AID 720702, 2013;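 active means inhibition above the mean of all tested compounds plus 3 SD, set per campaign, cut at about 25% in these data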;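 further: 0% = DMSO with enzyme and 100% = buffer with substrate but no TDP2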
# Target sequence (O95551 whole entry, looked up): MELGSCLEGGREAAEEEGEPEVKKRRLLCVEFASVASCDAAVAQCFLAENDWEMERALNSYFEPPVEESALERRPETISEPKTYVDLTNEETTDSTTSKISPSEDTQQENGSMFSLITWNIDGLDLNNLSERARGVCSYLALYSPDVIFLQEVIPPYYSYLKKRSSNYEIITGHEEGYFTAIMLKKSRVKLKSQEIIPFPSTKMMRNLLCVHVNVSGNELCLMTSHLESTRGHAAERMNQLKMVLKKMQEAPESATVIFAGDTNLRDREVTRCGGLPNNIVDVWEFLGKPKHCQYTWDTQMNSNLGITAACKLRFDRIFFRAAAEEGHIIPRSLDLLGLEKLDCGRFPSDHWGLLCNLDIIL
#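 Material: recombinant human TDP2; quantity: TDP2 enzyme at 120 nM final; medium: Tris-HCl pH 7.5 with MgCl2; compound: single concentration, 12.8 µM nominal, with 1% DMSO; incubation: 2 h enzyme incubation at 37 °C; signal: epi absorbance; measure: percent inhibition; benchmarks: high control without enzyme, low control DMSO plus TDP2; repeats: singlicate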
# LEDGF integ inh: blockers of LEDGF/p75-dependent integrase strand transfer – biochemical, TR-FRET, high throughput, primary screen; HIV-1 integrase (with human LEDGF/p75); TR-FRET IN-LEDGF/p75 DNA integration, Eu/Cy5; inhibition, % at 3.7 µM; hit rate 0.64% among 370,000; AID 743269, 2014;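 active means inhibition above the screen-wide mean plus 3 SD, cut at about 13% in these data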;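 further: signal is the Cy5 over europium emission ratio at 671 and 618 nm; 0% = plate median of compound wells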
# DDE Tn6 FP inh: inhibitors of Tn6 peptide binding to fibrin DD(E), primary screen, biochemical, fluorescence polarization, human fibrin, Tn6 probe; hit rate 0.21% among 370,000; Fibrin DD(E) TRITC-Tn6 fluorescence polarization displacement; inhibition, % at 8.3 µM; Fibrinogen beta chain (Homo sapiens), P02675;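 active means inhibition above a per-campaign cutoff: mean of compounds within control limits plus 3 SD, cut at about 15% in these data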;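 further: 0% = median of all compound wells on the plate and 100% = blocking peptide control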
# ADAM17 inh: ADAM17 inhibitors, primary screen, biochemical, QFRET; recombinant ADAM17, EDANS/DABCYL FRET peptide cleavage; inhibition, % at 6.95 µM; hit rate 0.83% among 370,000; AID 720648, 2013;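 active means inhibition above the mean of compounds lying between control limits plus 3 SD, set per campaign, cut at about 8.5% in these data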;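 further: 0% = DMSO-only wells as the low control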
# PLC-gamma1 inh: PLC-gamma1 enzyme inhibitors, primary screen, biochemical, fluorescence, purified enzyme | hit rate 0.84% among 370,000 | inhibition, % at 12.2 µM | fluorogenic substrate; in the data active means inhibition above about 9.5%
# ARFGAP1 inhibitor: inhibitors of rat ARFGAP1 GAP activity, primary screen, biochemical, fluorescence polarization, GDP tracer | Arfgap1-stimulated ARF1 GTP hydrolysis, GDP FP detection | inhibition, % at 16.5 µM | hit rate 0.26% among 360,000 | AID 651572, 2012;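 active means inhibition above a per-plate limit, mean inhibition of low control wells plus 3 SD, cut at about 25% in these data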;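 further: 0% = DMSO wells with enzyme and 100% = wells lacking Arfgap1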
#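 system = rat Arfgap1 catalytic domain, aa 1-136 | technique = FP, GDP Alexa 633 tracer displaced from anti-GDP antibody, 620/688 nm | compound = one concentration, 16.5 µM, DMSO 1.26% | medium = HEPES-based buffer, pH 7.5 | timing = compound-enzyme preincubation 20 min, reaction 120 min, detection 60 min, 25 °C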
# ASAP1 GAP inh: inhibitors of human ASAP1 ArfGAP activity, primary screen, biochemical, fluorescence polarization; hit rate 0.19% among 360,000; ASAP1-stimulated ARF1 GTP hydrolysis, GDP FP detection; inhibition, % at 16.5 µM; in the data active means inhibition above about 25%;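 further: 0% = vehicle with enzyme and substrate and 100% = no enzyme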
# Starred values were filed as active, the others as inactive; · = not tested or not shown.
SMILES,Tn7 DDE FP,KLK7 zymogen act,ADAM10 inh,TDP2 absorb,LEDGF integ inh,DDE Tn6 FP inh,ADAM17 inh,PLC-gamma1 inh,ARFGAP1 inhibitor,ASAP1 GAP inh
CCc1ccc(NC(=O)CO/N=C(\C)c2cc3ccccc3o2)cc1,-7,-0.8,24*,-20,4,-7,13*,3,-5,16
COc1cccc(-n2c(SCC(=O)N3CCc4ccccc43)nnc2-c2c[nH]c3ccccc23)c1,2,-0.8,6,-1,4,0,0,2,-8,-13
Cc1cccc(-n2ncc3c2CCCC3NC(=O)c2ccncc2)c1C (configuration not stated),-1,0.2,7,-5,-4,-4,3,-1,8,-9
Cc1cccc(NC(=S)N/N=C/c2ccc(Cl)c([N+](=O)[O-])c2)c1,-1,0.8,-4,5,-2,0,-6,-1,5,-4
CCC1(C)Cc2c(sc3c2c(=O)n(C)c2nnc(SCCc4ccccc4)n32)CO1 (configuration not stated),0,-0.5,2,-6,-2,3,5,2,10,-16
CC(C)NC(=S)N1CCN(S(=O)(=O)c2cccc(C(F)(F)F)c2)CC1,2,0.5,3,10,2,8,5,-1,8,1
CC1CC(C)CN(c2ncnc3c2cnn3Cc2ccc(Cl)cc2)C1 (configuration not stated),-6,-0.3,1,-9,0,-5,0,6,5,-2
CCCNC(=O)COC(=O)/C=C/c1ccc2c(c1)OCO2,-4,4.2,-165,3,3,2,-44,-68,6,0
COCCNC(=O)C(c1ccco1)N(C(=O)Cn1nnc2ccccc21)c1ccccc1C (configuration not stated),1,0.7,-2,4,-3,0,-4,3,7,-16
CC1(C)CC(NS(=O)(=O)c2ccc(S(N)(=O)=O)cc2)CC(C)(C)N1,-1,-0.2,-1,3,4,-6,2,1,7,0
CC(C)NCC1CCc2cc(CO)c([N+](=O)[O-])cc2N1 (configuration not stated),3,0.9,-6,1,0,-6,-5,1,-2,-7
Cc1ccccc1N(C(=O)CCC(=O)Nc1ccccn1)C(C(=O)NC(C)C)c1ccc(O)cc1 (configuration not stated),1,-0.4,-6,-4,-1,3,-3,1,-4,8
COc1ccccc1CC(=O)NCCc1ccccc1,1,-0.3,-1,4,-4,1,-3,1,-4,-3
CCSc1ncnc2sc(C)c(C)c12,1,-0.7,-4,11,-2,-6,-6,-2,4,5
CCCCn1c(N)c(N(C)C(=O)c2cn(-c3ccccc3)nc2-c2ccccc2)c(=O)[nH]c1=O,-5,-0.4,-8,8,-3,-1,-4,0,6,-11
CN(C)c1ccc(NC(=O)CCCCCn2nnc3ccccc3c2=O)cc1,-1,0.0,9,-4,0,-3,-1,0,5,-6
COc1ccc(N(CC(=O)NCc2ccc(F)cc2)C(=O)CCC(=O)Nc2nccs2)cc1,1,0.1,17,-14,0,-3,1,3,-6,-3
CCOc1ccc(CCNC(=O)CCCn2nc(C)c3c(C)n(-c4ccccc4)nc3c2=O)cc1,2,0.3,4,-13,-1,1,0,4,0,-4
N[C@H](C(=O)Nc1ccc(Cl)cc1C(=O)c1ccc[nH]1)c1ccccc1,-1,·,-11,6,-1,-2,-6,-2,·,·
O=C1NN(c2ccc(Cl)cc2)C(=O)/C1=C\c1ccc(-c2cccc(C(=O)O)c2)o1,1,0.1,-14,-5,0,-2,-5,-1,-1,-10
Cc1nn(C)cc1C1C2=C(CC(C)(C)CC2=O)OC2=C1C(=O)CC(C)(C)C2,1,0.2,2,5,-7,0,-3,-6,2,1
O=C(NCc1ccc(Cl)cc1)C1CCC(CNc2c(N3CCCC3)c(=O)c2=O)CC1 (configuration not stated),6,-0.2,-7,0,1,7,-9,2,-1,8
Nc1ccn([C@@H]2O[C@H](C(=O)N[C@H](Cc3ccccc3)C(=O)Nc3ccc4scnc4c3)[C@@H](O)[C@H]2O)c(=O)n1,-3,-0.2,-10,-2,0,1,-7,2,-16,16
Cc1ccc(S(=O)(=O)c2c(COC(=O)c3cccc(Cl)c3)c(-c3ccccc3)nn2C)cc1,8,-0.4,5,-2,-4,2,0,-1,6,-1
COc1ccc2nc(Nc3nc4ccc(NC(C)=O)cc4s3)sc2c1,5,-1.0,-79,12,-1,4,-41,-23,0,4

# Other records.
SMILES,Tn7 DDE FP,KLK7 zymogen act,ADAM10 inh,TDP2 absorb,LEDGF integ inh,DDE Tn6 FP inh,ADAM17 inh,PLC-gamma1 inh,ARFGAP1 inhibitor,ASAP1 GAP inh
COc1ccc(Cn2nnnc2CN2CCCCCC2)cc1,-3,-0.8,-7,-8,-7,-3,-3,4,7,-13
COc1ccc(/C=C/c2c(-c3ccc(OC)cc3)oc3ccccc23)cc1,2,0.3,-20,3,-2,0,-4,-4,-6,7
O=C(COC(=O)C12CC3CC(CC(C3)C1)C2)NCCc1ccccc1,-2,0.0,-2,1,1,-6,-2,2,4,2
Cc1ccc(N2N=C(C(=O)O)CCC2=O)cc1Cl,1,-0.6,-5,15,-2,1,-3,-5,-8,-14
O=C1c2ccccc2C(c2nnnn2Cc2ccccc2)N1Cc1ccco1 (configuration not stated),2,0.0,-5,2,0,-4,-6,0,0,1
COC(=O)c1cc2c(c3c4cc(OC)ccc4n(S(=O)(=O)c4ccc(F)cc4)c13)C(=O)N(Cc1ccccc1)C2,0,-3.2,-21,-4,6,1,-2,-66,-4,-16
Cc1cc(C(C)(C)C)ccc1OCC(=O)N/N=C\c1c(C)n(C)n(-c2ccccc2)c1=O,5,0.2,-5,-2,0,2,0,-1,-1,3
COc1ccccc1NC(=O)C(C)OC(=O)CCCOc1ccccc1 (configuration not stated),1,0.0,6,-2,3,-15,1,-3,-5,1
O=C(O)Cn1nc(-c2ccccc2)oc1=O,6,1.0,2,2,0,-1,-3,-3,-11,-9
COc1ccc(C2C(C#N)=C(N)OC(C(C)(C)C)=C2C#N)cc1OC (configuration not stated),2,0.5,-17,8,4,-2,-7,-12,1,7
Nc1sc(-c2ccccc2)cc1C(=O)N1CCNCC1,-7,0.5,-19,3,-2,2,-7,-8,8,0
COCCN(C(=O)COC(=O)c1ccc2c(c1)OCCO2)c1c(N)n(Cc2ccccc2)c(=O)[nH]c1=O,7,-0.1,-3,-6,-2,7,-2,-1,0,6
CC(C)(C)Nc1nc(Cl)nc(N(C#N)CN2C(=O)c3ccccc3S2(=O)=O)n1,1,0.8,-2,-1,1,-2,-2,3,-9,-4
CN(Cc1ccco1)S(=O)(=O)c1ccc2c(c1)CCN2C(=O)CC(C)(C)C,3,0.5,2,-6,1,2,3,-3,·,·
CCCCCC(=O)N1CCN(S(=O)(=O)c2ccc3c(c2)OCCCO3)CC1,-5,-0.2,0,-4,2,-2,-2,0,0,3
O=C1OCCC1Sc1nnc(-c2ccccc2Br)n1Cc1ccccc1 (configuration not stated),2,0.3,-1,-1,-1,9,-2,-2,-4,-7
Cc1ccccc1C(=O)NC1CC(C)(C)NC(C)(C)C1,-7,-0.7,5,5,-3,-2,-2,5,21,1
COc1ccc(C(=O)C[n+]2ccc3c(c2)nc(Cc2ccccc2)n3C)cc1,-1,-0.2,-6,-4,0,-6,-3,0,·,·
CSCC[C@H](NC(=O)[C@H](Cc1ccccc1)n1c(=O)[nH]c2ccccc2c1=O)C(=O)N1CCC(C(=O)O)CC1,5,-0.3,-12,-3,0,0,-2,2,-2,5
N#CC1(P(=O)(c2ccccc2)c2ccccc2)CCCC1,3,0.0,1,10,-2,6,-4,0,6,-3
Cc1ccc(C(=O)COC(=O)CCc2ccc(S(=O)(=O)N3CCCCC3)cc2)cc1,-3,-0.4,-3,-4,-2,1,-1,0,13,5
CCOC(=O)NC(=O)/C(C#N)=C/c1ccc(N(C)C)cc1,5,-0.2,-7,-8,-5,9,-1,-2,-13,-2
COc1ccccc1NS(=O)(=O)c1cccc(NC(=O)C(C)NC(=O)c2ccco2)c1 (configuration not stated),1,0.1,8,-13,3,5,2,0,-1,3
O=C(NCC1CCCO1)/C(=C\c1ccco1)NC(=O)c1ccccc1 (configuration not stated),1,1.1,-13,-1,1,-2,-1,-15,7,3
C=CCn1c(SCC(=O)C(C)(C)C)nnc1-c1ccccn1,-6,0.2,2,7,3,4,2,1,1,-14

# 6 compounds from above, ordered by molar mass, low to high.
SMILES,Tn7 DDE FP,KLK7 zymogen act,ADAM10 inh,TDP2 absorb,LEDGF integ inh,DDE Tn6 FP inh,ADAM17 inh,PLC-gamma1 inh,ARFGAP1 inhibitor,ASAP1 GAP inh
Nc1sc(-c2ccccc2)cc1C(=O)N1CCNCC1,-7,0.5,-19,3,-2,2,-7,-8,8,0
C=CCn1c(SCC(=O)C(C)(C)C)nnc1-c1ccccn1,-6,0.2,2,7,3,4,2,1,1,-14
O=C(COC(=O)C12CC3CC(CC(C3)C1)C2)NCCc1ccccc1,-2,0.0,-2,1,1,-6,-2,2,4,2
O=C1c2ccccc2C(c2nnnn2Cc2ccccc2)N1Cc1ccco1 (configuration not stated),2,0.0,-5,2,0,-4,-6,0,0,1
CCCCCC(=O)N1CCN(S(=O)(=O)c2ccc3c(c2)OCCCO3)CC1,-5,-0.2,0,-4,2,-2,-2,0,0,3
COCCN(C(=O)COC(=O)c1ccc2c(c1)OCCO2)c1c(N)n(Cc2ccccc2)c(=O)[nH]c1=O,7,-0.1,-3,-6,-2,7,-2,-1,0,6

# Other results:
SMILES,Tn7 DDE FP,KLK7 zymogen act,ADAM10 inh,TDP2 absorb,LEDGF integ inh,DDE Tn6 FP inh,ADAM17 inh,PLC-gamma1 inh,ARFGAP1 inhibitor,ASAP1 GAP inh
CC(=O)N1CCOc2ccc(S(=O)(=O)NCCc3ccc(C)cc3)cc21,6,-0.4,-4,-5,1,1,-1,-2,-5,-6
C#CC[N+](C)(C)CCCCCCCCCCCC,5,-0.1,-16,-14,-4,-1,-2,8,7,16
O=C(Nc1cccnc1Cl)C1c2ccccc2Oc2ccccc21,-2,-0.5,-5,0,-1,-7,-7,-1,3,0
CCNC(=S)N/N=C/c1cc(Br)cc(Br)c1OC,-9,0.2,0,2,-2,-1,-1,4,-12,12
CC(=O)Nc1ccc(S(=O)(=O)NC(CC(=O)N(C)Cc2ccccc2)C(C)C)cc1 (configuration not stated),-4,0.3,5,-16,3,5,0,2,16,23
CC1(C)CCC(=O)N2CC[C@H]3c4cc5ccccc5nc4C[C@@H]1[C@H]32,-2,0.4,-4,3,-2,-12,0,2,9,6
